IEC-6 tox – cytotoxicity in IEC-6 intestinal epithelial cells, primary screen, cytotoxicity control for KLF5 inhibitor project, cell-based, luminescence; IEC-6 cytotoxicity, luminescence viability; inhibition, % at 5 µM; 290,000 compounds, 0.78% hits; AID 1825, 2009; in the data active = inhibition above about 22%;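 also: 0% = plate median of test compound wells and 100% = cytotoxic reference compound wells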
HSP90 inh – HSP90 inhibitors, primary screen, cell lysate, luminescence. Rabbit reticulocyte lysate, luciferase refolding luminescence, 3 h. Heat shock protein HSP 90 (rabbit reticulocyte lysate; luciferase refolding). AID 1789, 2009. inhibition, % at 5.6 µM. 290,000 compounds, 0.91% hits;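 active = inhibition above the screen-wide mean plus 3 SD, computed separately per campaign, cut at about 16% in these data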;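 also: 0% = DMSO wells and 100% = 60 µM geldanamycin wells; inhibitors lower the luminescence because luciferase stays unfolded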
KLF5 inh – KLF5 expression inhibitors, primary screen, DLD-1 cells, luminescence; DLD-1 KLF5 promoter-luciferase reporter; 290,000 compounds, 0.23% hits; AID 1700, 2009; inhibition, % at 5 µM;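 active = inhibition above a per-plate limit of that plate's mean compound inhibition plus 3 SD, cut at about 60% in these data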;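 also: 0% = DMSO wells and 100% = LY294002 at 200 µM; higher means less KLF5 promoter-driven luciferase light; inactives centre near -14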
Starred values were filed as active, the others as inactive. Only part of the results is shown (hit frequency here may not be typical).

Screening COc1ccc(-n2nc(C(=O)Nc3ccc4c(c3)OCO4)c3ccccc3c2=O)c(OC)c1 returned IEC-6 tox 9, HSP90 inh 0 and KLF5 inh -1.
Screening Cc1c(Nc2cc(Cl)c3nonc3c2[N+](=O)[O-])c(=O)n(-c2ccccc2)n1C returned IEC-6 tox 96*, HSP90 inh 2 and KLF5 inh 3.
`O=C(COC(=O)c1cc(S(=O)(=O)Nc2ccccc2Cl)ccc1O)Nc1nc2ccccc2s1` gave IEC-6 tox -1, HSP90 inh 2 and KLF5 inh -4.
For O=C(O)CCn1cc(/C=C/C(=O)c2ccc(Cl)cc2)c(-c2ccc(Br)cc2)n1 the results were IEC-6 tox 5, HSP90 inh -6 and KLF5 inh -58.
`O=C(c1ccc(CNS(=O)(=O)c2ccccc2)cc1)N1CCN(c2ccccn2)CC1` gave IEC-6 tox -5, HSP90 inh -1 and KLF5 inh -30.
Screening O=C(c1ccc(S(=O)(=O)N2CCC(c3nc4ccccc4s3)CC2)cc1)N1CCCCC1 returned IEC-6 tox -1, HSP90 inh 2 and KLF5 inh 6.
Screening Cn1c(=O)oc2cc(S(=O)(=O)N3CCCC(C(=O)N4CC=C(c5ccccc5)CC4)C3)ccc21 (configuration not stated) returned IEC-6 tox -1, HSP90 inh 1 and KLF5 inh -28.
Screening Cc1ccc2c(c1)NC(=O)C(CC(=O)NCCCN1CCN(C3CCCCC3)CC1)O2 (configuration not stated) returned IEC-6 tox -5, HSP90 inh -2 and KLF5 inh 12.
Screening CCN=C1Cn2c(nc3scc(-c4ccccc4)c3c2=O)CN1CC returned IEC-6 tox 2, HSP90 inh 0 and KLF5 inh -6.
Cc1ccc(Oc2c(C=O)c3ccccc3n2C)cc1 was read as IEC-6 tox -1, HSP90 inh -2 and KLF5 inh -6.
`COC1=C(OC)C(=O)C(CCCCCCCCCCO)=C(C)C1=O` gave IEC-6 tox 2, HSP90 inh 27* and KLF5 inh -22.
Screening NC(=O)CC[C@@H]1NC(=O)C(Cc2ccc(O)cc2)NC(=O)c2cc([N+](=O)[O-])cc(F)c2NCCC[C@@H](C(N)=O)NC1=O (some centres not stated) returned IEC-6 tox 0, HSP90 inh -3 and KLF5 inh -14.

Overlap with the part before: 2 compounds, followed by the next part.
`COC1=C(OC)C(=O)C(CCCCCCCCCCO)=C(C)C1=O` gave IEC-6 tox 2, HSP90 inh 27* and KLF5 inh -22.
Screening NC(=O)CC[C@@H]1NC(=O)C(Cc2ccc(O)cc2)NC(=O)c2cc([N+](=O)[O-])cc(F)c2NCCC[C@@H](C(N)=O)NC1=O (some centres not stated) returned IEC-6 tox 0, HSP90 inh -3 and KLF5 inh -14.
Cc1ccccc1-c1nnc(NC(=O)c2cc3ccccc3oc2=O)s1 was read as IEC-6 tox -2, HSP90 inh -2 and KLF5 inh 4.
Screening CCCn1c(CN2CCN(C)CC2)nc2ccccc21 returned IEC-6 tox 0, HSP90 inh -2 and KLF5 inh -30.
`O=C(CC1N=C2c3ccccc3N=C(SCc3ccc(Cl)cc3)N2C1=O)NCc1ccco1` (configuration not stated) gave IEC-6 tox 1, HSP90 inh 1 and KLF5 inh 13.
`Brc1ccc(N=C/C=C/C=C/Nc2ccc(Br)cc2)cc1` gave IEC-6 tox 3, HSP90 inh 2 and KLF5 inh 10.
O=C(NCCc1c[nH]c2ccccc12)[C@@H]1C[C@H]1[C@@H](NP(=O)(c1ccccc1)c1ccccc1)c1ccccc1 was read as IEC-6 tox -2, HSP90 inh -1 and KLF5 inh 8.
Screening Cn1c(C(=O)N2CCN(C3CCCCC3)CC2)cc2c(=O)n(C)c3ccccc3c21 returned IEC-6 tox 1, HSP90 inh 4 and KLF5 inh -20.
CCOC(=O)c1c(NC(=O)c2ccc(N3CCOCC3)c([N+](=O)[O-])c2)sc(C)c1C was read as IEC-6 tox -1, HSP90 inh -1 and KLF5 inh 2.
Screening Cc1cc(NC(=O)CSc2nnc(Cc3cccn3C)n2CCc2ccccc2)no1 returned IEC-6 tox -2, HSP90 inh -6 and KLF5 inh 4.
`Cc1[nH][nH]c(=O)c1C(c1ccc(-c2ccc(Cl)c(C(=O)O)c2)o1)c1c(C)[nH][nH]c1=O` gave IEC-6 tox 4, HSP90 inh 12 and KLF5 inh -19.
COc1cc(C2C(N3C(=O)c4ccccc4C3=O)C(=O)N2c2cccc(C)c2)cc(OC)c1OC (configuration not stated) was read as IEC-6 tox -1, HSP90 inh 4 and KLF5 inh -6.
Screening Cc1ccc2cc(C(c3nnnn3CC3CCCO3)N3CCCC4(CCCCC4)C3)c(=O)[nH]c2c1 (configuration not stated) returned IEC-6 tox 0, HSP90 inh 1 and KLF5 inh -45.
`COCCn1c(=S)[nH]c2cc(C(=O)N3CCC(C(N)=O)(N4CCCCC4)CC3)ccc2c1=O` gave IEC-6 tox 7, HSP90 inh 2 and KLF5 inh -22.
c1ccc2sc(-c3ccc4c(c3)OCO4)nc2c1 was read as IEC-6 tox 6, HSP90 inh 19* and KLF5 inh -108.
For COc1ccc(CN(C(=O)c2cnccn2)C(C(=O)Nc2ccc(F)cc2)c2ccccc2)cc1 (configuration not stated) the results were IEC-6 tox 0, HSP90 inh 0 and KLF5 inh -6.
For O=C(/C(=C/c1ccncc1)n1ccnc1)c1ccc(Cl)cc1Cl the results were IEC-6 tox 4, HSP90 inh 0 and KLF5 inh -13.
For O=C(O)C(Cc1ccccc1)N1C(=O)/C(=C/c2cccs2)SC1=S (configuration not stated) the results were IEC-6 tox 4, HSP90 inh -1 and KLF5 inh -15.
CCOC(=O)C1CCCN(C(=O)c2cn(C)c3ccc(S(=O)(=O)N4CCCC4)cc3c2=O)C1 (configuration not stated) was read as IEC-6 tox -11, HSP90 inh -4 and KLF5 inh -17.
Screening COC(=O)c1ccccc1NC(=O)CSc1nc(-c2ccco2)cc(C(F)(F)F)n1 returned IEC-6 tox -2, HSP90 inh 1 and KLF5 inh -11.
CCC(OC(=O)c1cc2sccc2n1C)C(=O)NCC1CCCO1 (configuration not stated) was read as IEC-6 tox -1, HSP90 inh 5 and KLF5 inh -8.
`Cc1occc1-c1nnc(SCc2cc(=O)n3cc(Br)ccc3n2)n1C` gave IEC-6 tox -1, HSP90 inh 3 and KLF5 inh -23.
`CCOC(=O)C1=C(C)N(CCCCCC(=O)O)C(=O)NC1c1ccccc1OC(=O)c1cccs1` (configuration not stated) gave IEC-6 tox 0, HSP90 inh 4 and KLF5 inh -3.
For COCCCNc1ncnc2c1[nH]c1ccccc12 the results were IEC-6 tox -5, HSP90 inh 3 and KLF5 inh -10.
For CCC(C)N1C(=O)/C(=C/c2c(NCCCOC(C)C)nc3c(C)cccn3c2=O)SC1=S (configuration not stated) the results were IEC-6 tox 4, HSP90 inh 2 and KLF5 inh -21.
COC(=O)[C@H]1CCCN1C(=O)Nc1cccc(Oc2c(F)c(F)c(F)c(F)c2F)c1 was read as IEC-6 tox -1, HSP90 inh -1 and KLF5 inh -41.

Entries shown so far containing an NH in an aromatic ring, in the order listed:
O=C(NCCc1c[nH]c2ccccc12)[C@@H]1C[C@H]1[C@@H](NP(=O)(c1ccccc1)c1ccccc1)c1ccccc1 was read as IEC-6 tox -2, HSP90 inh -1 and KLF5 inh 8.
`Cc1[nH][nH]c(=O)c1C(c1ccc(-c2ccc(Cl)c(C(=O)O)c2)o1)c1c(C)[nH][nH]c1=O` gave IEC-6 tox 4, HSP90 inh 12 and KLF5 inh -19.
Screening Cc1ccc2cc(C(c3nnnn3CC3CCCO3)N3CCCC4(CCCCC4)C3)c(=O)[nH]c2c1 (configuration not stated) returned IEC-6 tox 0, HSP90 inh 1 and KLF5 inh -45.
`COCCn1c(=S)[nH]c2cc(C(=O)N3CCC(C(N)=O)(N4CCCCC4)CC3)ccc2c1=O` gave IEC-6 tox 7, HSP90 inh 2 and KLF5 inh -22.
For COCCCNc1ncnc2c1[nH]c1ccccc12 the results were IEC-6 tox -5, HSP90 inh 3 and KLF5 inh -10.

Next compounds follow.
Screening Cc1ccc2c(C)nc(NC3=NCN(C(C)C)CN3)nc2c1 returned IEC-6 tox 0, HSP90 inh -2 and KLF5 inh -31.
O=C(c1noc2c1CCCC2)N1CCN(C(c2ccccc2)c2ccccc2)CC1 was read as IEC-6 tox 2, HSP90 inh 4 and KLF5 inh -6.
For NC(=S)n1[nH]c(-c2ccc([N+](=O)[O-])cc2)c(N=Nc2ccccc2[N+](=O)[O-])c1=O the results were IEC-6 tox 8, HSP90 inh 3 and KLF5 inh 4.
For NC(=O)c1oc2ccccc2c1NC(=O)c1ccco1 the results were IEC-6 tox 6, HSP90 inh -8 and KLF5 inh 10.
For CCOC(=O)c1sc(NC(=O)c2c(C)nn(Cc3ccccc3)c2C)cc1C the results were IEC-6 tox 12, HSP90 inh 4 and KLF5 inh 0.
Screening Cc1[nH][nH]c(=O)c1C(c1c(C)[nH][nH]c1=O)c1cn(C)c2ccccc12 returned IEC-6 tox -3, HSP90 inh 4 and KLF5 inh -8.
`Cc1nn(C)c(C)c1CN(C)S(=O)(=O)c1ccc2ccccc2c1` gave IEC-6 tox 14, HSP90 inh -3 and KLF5 inh -23.
Screening Cc1noc(C)c1COC(=O)c1ccc2c(c1)OCCO2 returned IEC-6 tox -2, HSP90 inh -1 and KLF5 inh -8.
For COc1ccc(CC(=O)N2CCN(c3ccccn3)CC2)cc1OC the results were IEC-6 tox -3, HSP90 inh 0 and KLF5 inh -30.
Screening Oc1c(Br)cc(Br)cc1/C=N/N1CCN(Cc2ccccc2)CC1 returned IEC-6 tox 8, HSP90 inh -5 and KLF5 inh -25.
For Cc1nnc(N2CCN(c3ccccc3)CC2)c2nn(-c3ccccc3F)c(C)c12 the results were IEC-6 tox 3, HSP90 inh 1 and KLF5 inh -14.
Cc1cc(C)cc(OCC(=O)NNC(=O)c2cc3ccccc3oc2=O)c1 was read as IEC-6 tox 4, HSP90 inh 6 and KLF5 inh -22.
CCN(Cc1ccccc1)C(=O)COC(=O)c1n[nH]c2ccccc12 was read as IEC-6 tox -8, HSP90 inh -6 and KLF5 inh -15.
`O=C(NCCN1CCN(c2ccccc2)CC1)C1CCN(S(=O)(=O)c2cccs2)CC1` gave IEC-6 tox 2, HSP90 inh -3 and KLF5 inh 1.
CCN(CC(=O)Nc1cccc(Br)c1)Cc1nc2ccccc2c(=O)[nH]1 was read as IEC-6 tox 4, HSP90 inh 2 and KLF5 inh 0.
`CCN(CC)c1ccc2cc(-c3nc(-c4ccc(OC)cc4)cs3)c(=O)oc2c1` gave IEC-6 tox -1, HSP90 inh 3 and KLF5 inh 7.
Screening C=CCOc1ccc(CNc2ccc3[nH]c(=O)[nH]c3c2)cc1OC returned IEC-6 tox -5, HSP90 inh 8 and KLF5 inh -3.
For O=C(NCc1ccc2c(c1)OCO2)c1cc(-c2ccccc2)on1 the results were IEC-6 tox 1, HSP90 inh 0 and KLF5 inh -8.
Screening COC(=O)[C@@]1(Cc2ccc(OC)cc2)[C@H]2c3cc(C(=O)N(C)C)n(C[C@H](O)CO)c3C[C@H]2CN1C(=O)c1ccccc1 returned IEC-6 tox 3, HSP90 inh 5 and KLF5 inh -45.
C=CCn1c(=O)/c(=C/c2ccc(O)cc2)s/c1=C(/C#N)c1nnc2n1CCCCC2 was read as IEC-6 tox -1, HSP90 inh 1 and KLF5 inh -8.
NC(=O)[C@@H]1CCCNc2c(I)cc([N+](=O)[O-])cc2C(=O)N[C@@H](CO)C(=O)NCC(=O)N1 was read as IEC-6 tox 2, HSP90 inh -1 and KLF5 inh -21.
For COc1ccc(-n2c(C)nc(=O)c(-c3ccccc3)c2C)cc1 the results were IEC-6 tox -4, HSP90 inh -3 and KLF5 inh -20.
For COc1ccc(CCn2c(=O)[nH]c3cc(C(=O)NCCc4ccccc4)ccc3c2=O)cc1OC the results were IEC-6 tox -7, HSP90 inh -4 and KLF5 inh -45.
`CC1(C)CC(=O)C(C(C2=C(O)CC(C)(C)CC2=O)c2cccc(O)c2)C(=O)C1` (configuration not stated) gave IEC-6 tox 1, HSP90 inh -1 and KLF5 inh -17.

3 structures out of the list, sorted by count of non-hydrogen atoms, smallest number first:
For O=C(O)CCn1cc(/C=C/C(=O)c2ccc(Cl)cc2)c(-c2ccc(Br)cc2)n1 the results were IEC-6 tox 5, HSP90 inh -6 and KLF5 inh -58.
COC(=O)[C@H]1CCCN1C(=O)Nc1cccc(Oc2c(F)c(F)c(F)c(F)c2F)c1 was read as IEC-6 tox -1, HSP90 inh -1 and KLF5 inh -41.
Screening O=C(c1ccc(S(=O)(=O)N2CCC(c3nc4ccccc4s3)CC2)cc1)N1CCCCC1 returned IEC-6 tox -1, HSP90 inh 2 and KLF5 inh 6.

(listing goes on)
`Cc1ccc(OS(=O)(=O)c2ccccc2)c(/C=N/N=C2\NC(=O)C(C)S2)c1` (configuration not stated) gave IEC-6 tox 2, HSP90 inh -1 and KLF5 inh -34.
CCOc1ccc(OCC)c(NC(=O)C(NS(=O)(=O)c2ccc3c(c2)oc(=O)n3C)C(C)C)c1 (configuration not stated) was read as IEC-6 tox 6, HSP90 inh 0 and KLF5 inh 6.
CCN1C(=O)S/C(=C/c2c(OCc3ccc(C(=O)O)cc3)ccc3ccccc23)C1=O was read as IEC-6 tox 1, HSP90 inh -2 and KLF5 inh 3.
CCN(C(=O)Cc1cccs1)c1nnc(-c2cccnc2)s1 was read as IEC-6 tox 3, HSP90 inh 1 and KLF5 inh -18.
COc1ccc2c(c1)CCc1c-2n[nH]c1C(=O)O was read as IEC-6 tox -1, HSP90 inh 0 and KLF5 inh -18.
COc1cc(-c2ccc(Nc3ccccc3C(=O)O)c(OC)c2)ccc1Nc1ccccc1C(=O)O was read as IEC-6 tox -1, HSP90 inh -1 and KLF5 inh 8.
